Compound activity as filed in PubChem.
tim10-1 inh: inhibits growth of tim10-1 mutant yeast; S. cerevisiae tim10-1 ts strain growth, BacTiter-Glo, 24 h; AID 463190; inhibition, % at 20 µM; 330,000 compounds, 2.2% hits;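 active means inhibition of at least 40%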;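 further: mutant grown at 25 °C; 0% = DMSO wells with yeast and 100% = wells holding no yeast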
mIAP inh: blocks mouse intestinal alkaline phosphatase | 330,000 compounds, 0.2% hits | purified mouse IAP, CDP-Star luminescence, 30 min | inhibition, % at 10 µM;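 active means inhibition of at least 40% at 10 µM in the primary screen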;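 further: plate controls were DMSO with enzyme for no effect and no enzyme wells for full effect; values of inactives mirror those of a sister screen read the other way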
A3G deaminase: blocks human APOBEC3G single-stranded DNA deamination; Q9HC16; recombinant A3G, ssDNA deamination FAM/TAMRA fluorescence; inhibition, % at 20 µM; 330,000 compounds, 0.28% hits; AID 493012;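 active means inhibition of at least 40% at 20 µM, with no more than 30% in the related APOBEC3A deaminase screen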;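 further: plate controls were DMSO wells with A3G for no effect and wells lacking A3G enzyme for full effect; some compounds called inactive have numbers as strong as hits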
Target sequence (Q9HC16 whole entry, looked up): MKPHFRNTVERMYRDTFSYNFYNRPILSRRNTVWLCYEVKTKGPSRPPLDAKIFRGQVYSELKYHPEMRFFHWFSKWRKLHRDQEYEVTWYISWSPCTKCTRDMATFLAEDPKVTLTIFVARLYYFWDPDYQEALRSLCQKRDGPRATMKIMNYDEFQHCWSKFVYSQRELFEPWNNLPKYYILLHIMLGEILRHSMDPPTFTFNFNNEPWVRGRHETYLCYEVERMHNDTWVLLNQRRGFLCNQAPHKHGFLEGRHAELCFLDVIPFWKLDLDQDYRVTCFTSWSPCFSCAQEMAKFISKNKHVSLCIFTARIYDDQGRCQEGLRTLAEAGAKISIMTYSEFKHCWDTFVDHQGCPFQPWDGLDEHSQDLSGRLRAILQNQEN
A3A deaminase: human APOBEC3A DNA deaminase inhibition | 330,000 compounds, 0.41% hits | inhibition, % at 20 µM | recombinant A3A, FAM/TAMRA ssDNA deamination fluorescence;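 active means at least 40% inhibition at 20 µM here, with at most 30% in a related deaminase screen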;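 further: plate controls were A3A with DMSO for no effect and wells lacking A3A enzyme for full effect; some results filed as inactive read as strong as hits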
Target sequence (P31941 whole entry, looked up): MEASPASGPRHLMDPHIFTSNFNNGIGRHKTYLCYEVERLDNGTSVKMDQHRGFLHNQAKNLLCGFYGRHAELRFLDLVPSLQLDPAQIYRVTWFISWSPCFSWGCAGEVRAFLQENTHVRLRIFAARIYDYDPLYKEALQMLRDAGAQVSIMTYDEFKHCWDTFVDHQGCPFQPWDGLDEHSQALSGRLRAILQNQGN
mIAP activ: increases mouse intestinal alkaline phosphatase activity; 330,000 compounds, 0.24% hits; muIAP, CDP-Star luminescence, 30 min; stronger effect = higher value; 1 = vehicle-only enzyme signal, 0 = enzyme-free wells; activation factor at 10 µM; AID 2805;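 active means activation factor of at least 2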; further: the source names both 10 and 20 µM as test concentration; values of inactives mirror those of a sister screen read the other way
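System: Mouse IAP enzyme | Also added: CDP-Star substrate | Dosing: Compounds dispensed in DMSO | Schedule: 30 min enzyme-substrate-compound incubation at room temperature | Technique: Chemiluminescence readout | Control set: DMSO-only wells and no-enzyme negative control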
TIM10 inh: growth inhibitors of TIM10 yeast strain. S. cerevisiae TIM10 strain growth, BacTiter-Glo luminescence, 24 h. inhibition, % at 10 µM. 330,000 compounds, 1.4% hits. AID 463195;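 active means inhibition of 40% or more at the single tested concentration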;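 further: wild-type TIM10 isogenic control strain grown at permissive 25 °C; 0% = DMSO yeast wells and 100% = minimal medium wells without yeast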
NALP3 yeast inh: blocks the NALP3 inflammasome reconstituted in yeast | Yeast reconstituted NLRP3/ASC/caspase-1, beta-gal luminescence, 24 h | inhibition, % at 10 µM | 330,000 compounds, 0.39% hits;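 active means inhibition of 50% or more; inactive means inhibition below 50%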;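 further: plate controls were induced DMSO wells for no effect and uninduced yeast grown without galactose for full effect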
hIAP inh: blocks human intestinal alkaline phosphatase. purified IAP, CDP-Star luminescence, 30 min. AID 2544. inhibition, % at 10 µM. P09923. 330,000 compounds, 0.12% hits;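 active means inhibition reaching a set limit with compound at 10 µM in the primary screen, cut at about 35% in these data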;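 further: plate controls were DMSO wells with enzyme for no effect and no-enzyme buffer wells for full effect; values of inactives mirror those of a sister screen read the other way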
Target sequence (P09923 whole entry, looked up): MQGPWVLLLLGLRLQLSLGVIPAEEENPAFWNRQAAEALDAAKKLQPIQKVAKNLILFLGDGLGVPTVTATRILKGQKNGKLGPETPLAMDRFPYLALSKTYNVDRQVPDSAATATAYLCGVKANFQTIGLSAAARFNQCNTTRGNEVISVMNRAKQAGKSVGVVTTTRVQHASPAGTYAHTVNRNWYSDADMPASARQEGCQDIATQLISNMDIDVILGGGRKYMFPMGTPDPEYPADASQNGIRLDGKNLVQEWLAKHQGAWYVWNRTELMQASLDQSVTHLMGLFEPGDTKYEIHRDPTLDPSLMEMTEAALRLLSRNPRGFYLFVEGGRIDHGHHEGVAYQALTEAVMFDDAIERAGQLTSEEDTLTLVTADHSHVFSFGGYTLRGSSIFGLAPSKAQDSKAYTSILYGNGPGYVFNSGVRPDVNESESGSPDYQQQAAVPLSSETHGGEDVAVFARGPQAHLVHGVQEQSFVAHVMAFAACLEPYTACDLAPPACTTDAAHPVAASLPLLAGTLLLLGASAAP
MIN6 prolif: MIN6 beta-cell proliferation induction | AID 2380 | MIN6 cells proliferation, ATPlite luminescence, 48 h; cells starved in 0.2% serum; 100% = growth in 10% serum | 330,000 compounds, 0.29% hits | proliferation, % at 10 µM;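 active means compounds whose signal lies at least 3.5 SD above the mean of all wells on their plate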;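 further: 0% = DMSO-treated cells in low-serum medium and 100% = 10% serum control; some compounds called inactive have numbers as strong as hits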
The depositor's hits bear a star.

#1 CCCCCCn1c(SCCN2CCOCC2)nc2c1c(=O)[nH]c(=O)n2C
#2 Cc1ccc(N2C(=O)CC(NCC3CCCO3)C2=O)cc1 (stereo not drawn)
#3 NS(=O)(=O)c1ccc(CCNC(=O)c2ccc3nc4ccc(Cl)cc4c(=O)n3c2)cc1
#4 CC(C)(C)C(=O)Nc1cc2c3c(c1)CCC(=O)N3CCC2
#5 COc1ccc(C(=O)c2sc(Nc3ccc(NC(C)=O)cc3)nc2C)cc1
#6 O=C(CSc1nnc2ccccn12)NC(=O)c1ccccc1Cl

Screen / compound no.	1	2	3	4	5	6
tim10-1 inh	14	3	-5	-5	-4	10
mIAP inh	0	1	6	-4	6	1
A3G deaminase	-2	-1	-13	2	2	0
A3A deaminase	-1	5	-5	-2	1	12
mIAP activ	1	0.99	0.94	1	0.94	0.99
TIM10 inh	5	3	8	6	-12	3
NALP3 yeast inh	11	5	26	6	0	3
hIAP inh	6	-5	-15	11	-16	-5
MIN6 prolif	-1	-2	0	9	0	-5

#7 COCCCNC(=O)c1ccc2c(c1)nc(C)n2-c1cccc(C)c1
#8 C=CCN=C1CC(C)(C)CC(=O)/C1=C(/O)CCC(=O)OC
#9 Cc1c(C(=O)Nc2cccc(N(C)S(C)(=O)=O)c2)cccc1[N+](=O)[O-]
#10 CC(=O)c1cccc(NC(=O)c2ccc3ccccc3c2)c1
#11 COc1ccccc1N(C(=O)c1snc(C(N)=O)c1N)C(C(=O)NC1CCCC1)c1ccc(N(C)C)cc1 (stereo not drawn)
#12 COc1ccc(NC(=O)Cc2cccs2)c(OC)c1

Screen / compound no.	7	8	9	10	11	12
tim10-1 inh	-2	6	-5	4	-2	10
mIAP inh	2	-7	-1	1	-8	2
A3G deaminase	-9	-4	-5	-8	-7	-1
A3A deaminase	-6	-2	-5	-5	1	-1
mIAP activ	0.98	1.1	1	0.99	1.1	0.98
TIM10 inh	15	-8	-1	18	-6	4
NALP3 yeast inh	8	-9	17	19	3	16
hIAP inh	5	13	2	17	-5	18
MIN6 prolif	-5	2	0	-3	-2	-2

#13 CCN(c1ccccc1)S(=O)(=O)c1ccc(Cl)c(C(=O)N(CC2CCCO2)C2CCS(=O)(=O)C2)c1 (stereo not drawn)
#14 O=C(Nc1nc(-c2ccc(S(=O)(=O)N3CCCCCC3)cc2)cs1)c1ccccc1
#15 CNC(=O)c1sccc1S(=O)(=O)Cc1c(Cl)cccc1Cl
#16 CCS(=O)CCSc1nc2ccccc2s1 (stereo not drawn)
#17 COC(=O)[C@@H](NC(=O)Nc1ccc2c(c1)OCCO2)C(C)C
#18 O=C(CCn1c(=O)oc2ccccc21)NCc1cccs1

Screen / compound no.	13	14	15	16	17	18
tim10-1 inh	8	14	9	6	16	-1
mIAP inh	6	6	0	-2	1	-8
A3G deaminase	-2	-1	-2	-2	-1	-2
A3A deaminase	1	-1	1	1	-15	-5
mIAP activ	0.94	0.94	0.99	1	0.99	1.1
TIM10 inh	11	14	-2	0	-2	0
NALP3 yeast inh	17	8	-8	10	1	5
hIAP inh	4	13	1	-6	-4	-5
MIN6 prolif	-2	-2	3	2	-1	-4

#19 FC(F)(F)c1cc(NCc2cccs2)n2ncnc2n1
#20 CCC(C)C(=O)Nc1nnc(SCC(=O)Nc2ccccc2F)s1 (stereo not drawn)
#21 CC(=O)Nc1ccc(C(=O)OCC(=O)c2ccc(S(=O)(=O)N3CCCCC3)cc2)cc1
#22 O=c1[nH]c(N2CCN(Cc3ccccc3)CC2)nc2c1CCC2
#23 O=C(C1CCN(S(=O)(=O)c2ccccc2)CC1)N1CCN(Cc2ccc3c(c2)OCO3)CC1
#24 O=C(CNCc1ccccc1)Nc1ccc(Oc2ccccc2)cc1

Screen / compound no.	19	20	21	22	23	24
tim10-1 inh	-10	-16	16	6	4	15
mIAP inh	0	-1	-1	2	1	0
A3G deaminase	-2	-8	4	-5	-4	-11
A3A deaminase	3	2	1	-2	1	-3
mIAP activ	1	1	1	0.98	0.99	1
TIM10 inh	-5	-8	7	-1	-3	21
NALP3 yeast inh	2	19	9	8	17	39
hIAP inh	-10	10	-12	-1	-34	-11
MIN6 prolif	-1	-5	-5	-3	-1	-1

Fetched one by one from the entries so far:
#18 O=C(CCn1c(=O)oc2ccccc21)NCc1cccs1
#22 O=c1[nH]c(N2CCN(Cc3ccccc3)CC2)nc2c1CCC2
#2 Cc1ccc(N2C(=O)CC(NCC3CCCO3)C2=O)cc1 (stereo not drawn)
#12 COc1ccc(NC(=O)Cc2cccs2)c(OC)c1
#7 COCCCNC(=O)c1ccc2c(c1)nc(C)n2-c1cccc(C)c1
#19 FC(F)(F)c1cc(NCc2cccs2)n2ncnc2n1

Screen / compound no.	18	22	2	12	7	19
tim10-1 inh	-1	6	3	10	-2	-10
mIAP inh	-8	2	1	2	2	0
A3G deaminase	-2	-5	-1	-1	-9	-2
A3A deaminase	-5	-2	5	-1	-6	3
mIAP activ	1.1	0.98	0.99	0.98	0.98	1
TIM10 inh	0	-1	3	4	15	-5
NALP3 yeast inh	5	8	5	16	8	2
hIAP inh	-5	-1	-5	18	5	-10
MIN6 prolif	-4	-3	-2	-2	-5	-1

Next compounds.
#25 CC(=O)NNc1[nH]c2c(c(=O)c1[N+](=O)[O-])c(=O)n(C)c(=O)n2C
#26 CCCc1cc(C(=O)NCc2ccco2)no1
#27 Cc1nn(-c2ccccc2)nc1C(=O)Nc1ccc2[nH]ncc2c1
#28 COCCC(=O)N1CCCC(N2CCN(c3ccc(F)cc3)CC2)C1 (stereo not drawn)
#29 O=C(Nc1ccc2c(c1)C(=O)OC2)Nc1cccc2ccccc12
#30 O=C(C1CCN(S(=O)(=O)c2ccc3ccccc3c2)CC1)N1CCN(c2ncccn2)CC1

Screen / compound no.	25	26	27	28	29	30
tim10-1 inh	-1	-1	8	-13	-27	39
mIAP inh	-1	6	6	4	1	18
A3G deaminase	-1	3	1	-6	-10	-2
A3A deaminase	1	4	0	-3	-4	-1
mIAP activ	1	0.94	0.94	0.96	0.99	0.81
TIM10 inh	6	-5	21	-2	-19	38
NALP3 yeast inh	4	10	5	18	0	0
hIAP inh	-10	-4	-3	-13	0	-55
MIN6 prolif	-1	-1	2	-2	-4	-2

#31 CC1(C)C(=O)C2(CCCCC2)C(=O)OC1c1cccn1-c1ccc([N+](=O)[O-])cc1 (stereo not drawn)
#32 Cc1c(C)n(Cc2ccccc2)c2ccc(C(=O)O)cc12
#33 CCCN(CC(=O)Nc1cc(Cl)ccc1Cl)C(=O)c1ccc(N2CCCC2=O)cc1
#34 Cc1csc2nc(CNS(=O)(=O)c3ccc(-c4ccccc4)cc3)cn12
#35 COc1cccc(C(=O)NCc2ccc3c(c2)OCO3)c1
#36 O=C(O)/C=C/c1ccc(-c2cccc(C(F)(F)F)c2)o1

Screen / compound no.	31	32	33	34	35	36
tim10-1 inh	2	12	13	22	-8	35
mIAP inh	7	2	-8	-2	-1	8
A3G deaminase	2	-9	-3	-3	-7	-2
A3A deaminase	5	-4	-1	-3	0	2
mIAP activ	0.93	0.98	1.1	1	1	0.92
TIM10 inh	-20	15	8	2	-15	33
NALP3 yeast inh	7	0	10	14	12	-12
hIAP inh	-7	2	8	-67	8	19
MIN6 prolif	-2	-3	1	3	-2	0

#37 O=C(/C=C/Nc1ccccc1)c1ccc(Oc2ncccn2)cc1
#38 CC(C)CN(/C=N/c1sc2c(c1C#N)CCCCC2)CC(C)C
#39 Cc1cc(C(=O)CN2C(=O)NC3(CCCCCC3)C2=O)c(C)n1C
#40 CSc1nn(CCc2ccncc2)c(=S)s1
#41 CCCCC/C=C/C1=CC(=O)C[C@H](c2ccc(Cl)cc2)C1
#42 Cc1ccccc1CN1C(=O)c2ccccc2Sc2ccc(C(=O)NCCN3CCOCC3)cc21

Screen / compound no.	37	38	39	40	41	42
tim10-1 inh	-14	20	-9	11	13	-28
mIAP inh	3	10	6	2	-2	-3
A3G deaminase	-6	-3	-12	1	-10	9
A3A deaminase	-3	0	-5	-2	-4	0
mIAP activ	0.97	0.9	0.94	0.97	1	1
TIM10 inh	-11	-3	-4	27	16	-68
NALP3 yeast inh	0	4	6	16	3	11
hIAP inh	6	4	3	-15	-1	-10
MIN6 prolif	-2	-4	4	3	-7	0

#43 COc1cc(OC)cc(-c2n[nH]c(=S)n2-c2ccc3c(c2)OCO3)c1
#44 O=C(Nc1cccc(-n2cnnn2)c1)c1ccccc1Br
#45 CCOC(=O)CN1C(=O)C(Sc2n[nH]c(-c3ccc(C)cc3)n2)CCc2ccccc21 (stereo not drawn)
#46 O=C(NCc1nnc(SCC(=O)N2CCCC2)o1)c1ccccc1
#47 O=C(NC(=S)Nc1ccccc1[N+](=O)[O-])c1ccccc1Cl
#48 CCOC(=O)CS(=O)(=O)c1ccc2ccccc2c1

Screen / compound no.	43	44	45	46	47	48
tim10-1 inh	17	17	18	0	6	6
mIAP inh	4	-14	0	10	-2	-14
A3G deaminase	34	-8	-6	3	1	-3
A3A deaminase	8	-6	-4	-3	1	1
mIAP activ	0.96	1.1	1	0.9	1	1.1
TIM10 inh	12	10	11	9	12	10
NALP3 yeast inh	16	6	2	10	42	-2
hIAP inh	-3	-7	12	10	-3	8
MIN6 prolif	-2	0	-2	-3	-6	0

#49 Cc1ccc(CNC(=O)C(=O)NCC2OCCN2C(=O)c2cccs2)cc1 (stereo not drawn)
#50 CCOC(=O)c1c(NC(=O)CN2CCN(C(=O)c3ccco3)CC2)sc(C(N)=O)c1C
#51 C=CCC[C@@H](Cc1ccc(F)cc1)C(=O)OC[C@H](C)NC(=O)[C@@H](CC=C)CC(=O)N(CCO)Cc1ccccc1
#52 O=C(c1ccc(Cl)c([N+](=O)[O-])c1)N1CCN(Cc2ccc3c(c2)OCO3)CC1
#53 c1ccc(CCc2nn3c(Cn4cnc5ccccc54)nnc3s2)cc1
#54 c1cnc(Oc2ccc3oc4ccccc4c3c2)nc1

Screen / compound no.	49	50	51	52	53	54
tim10-1 inh	14	4	16	-9	18	34
mIAP inh	6	10	-3	5	14	-9
A3G deaminase	-1	-4	-6	-6	49*	-6
A3A deaminase	-3	2	-4	-2	0	-6
mIAP activ	0.94	0.9	1	0.95	0.86	1.1
TIM10 inh	10	-4	10	-1	15	-3
NALP3 yeast inh	11	0	5	13	2	22
hIAP inh	19	17	4	9	1	-16
MIN6 prolif	0	2	-4	-1	-3	-3

Just mIAP inh, for three of the compounds above:
cpd	molecule	mIAP inh
41	CCCCC/C=C/C1=CC(=O)C[C@H](c2ccc(Cl)cc2)C1	-2
42	Cc1ccccc1CN1C(=O)c2ccccc2Sc2ccc(C(=O)NCCN3CCOCC3)cc21	-3
43	COc1cc(OC)cc(-c2n[nH]c(=S)n2-c2ccc3c(c2)OCO3)c1	4

More results
#55 CCOCCn1ccc2c(OCC(=O)Nc3ccccc3OC)cccc2c1=O
#56 COc1ccccc1-c1cn[nH]c1-c1ccc(O)cc1O
#57 CCn1c(C)c2c([n+]1CC)CC(C)(C)CC2=O
#58 COc1ccc(C(=O)Nc2nc3ccccc3s2)cc1
#59 COc1ccc(NC(=O)C2CCCNC2)cc1OCC(C)C (stereo not drawn)
#60 COc1ccc(NS(=O)(=O)c2cc3c(cc2C)N(C)CCO3)cc1

Screen / compound no.	55	56	57	58	59	60
tim10-1 inh	18	5	-11	-12	11	19
mIAP inh	0	4	10	-5	-3	5
A3G deaminase	-9	-10	27	1	0	-3
A3A deaminase	0	-5	59*	-3	2	-3
mIAP activ	1	0.96	0.9	1.1	1	0.95
TIM10 inh	0	15	-2	6	2	-4
NALP3 yeast inh	22	11	-7	28	-4	26
hIAP inh	8	-9	-11	-36	-18	5
MIN6 prolif	8	-4	-3	-5	-4	2
